TROY NFkB inh – inhibitors of TROY-driven NF-kB signaling, primary screen, Q293 LMP1-TROYcd cells, NF-kB luciferase, uHTS. Q293 LMP1-TROYcd NF-kB luciferase reporter, 4 h. inhibition, % at 10 µM. 0.98% of 360,000 active. AID 1347056, 2019;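 active = compounds whose plate-normalised and pattern-corrected inhibition of the luciferase reporter signal at the single screening dose is 50% or more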
TWEAK Fn14 block – inhibitors of TWEAK-Fn14 signaling, primary screen, luciferase reporter cells, uHTS. TWEAK-stimulated Fn14 reporter cells, luciferase luminescence, 8 h. inhibition, % at 10 µM. 2% of 360,000 active; in the data active = inhibition above about 50%
NOD2 RIPK2 PPI – NOD2-RIPK2 binding disruptors in cells, primary screen, fluorescence, CHO cells, BLA complementation; CCF4 ratio; inhibition, % at 4.98 µM; 0.38% of 360,000 active; AID 624267, 2012; in the data active = inhibition above about 21%;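 note: 0% = vehicle only and 100% = reference blocker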
TLR9-MyD88 inh – inhibitors of TLR9-MyD88 association in cells, primary screen, cell-based, CHO, BLA complementation, fluorescence; 0.21% of 340,000 active; inhibition, % at 4.98 µM; CCF4 FRET ratio; Toll-like receptor 9 (Homo sapiens) + Myeloid differentiation primary response protein …; AID 504734, 2011;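 active = inhibition above the mean over all tested compounds plus 3 SD, cut at about 21% in these data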;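 note: 0% = DMSO only wells and 100% = clavulanate BLA inhibitor control wells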
Target sequence (Q99836 whole entry, looked up): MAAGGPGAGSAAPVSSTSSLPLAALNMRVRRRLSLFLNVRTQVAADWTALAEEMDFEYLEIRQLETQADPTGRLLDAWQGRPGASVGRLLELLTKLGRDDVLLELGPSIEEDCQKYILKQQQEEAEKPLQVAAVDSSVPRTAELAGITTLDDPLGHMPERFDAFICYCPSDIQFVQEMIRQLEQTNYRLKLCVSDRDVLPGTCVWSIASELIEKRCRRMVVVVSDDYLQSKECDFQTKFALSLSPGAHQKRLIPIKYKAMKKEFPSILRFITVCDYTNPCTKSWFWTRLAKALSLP
Target sequence (Q9NR96 whole entry, looked up): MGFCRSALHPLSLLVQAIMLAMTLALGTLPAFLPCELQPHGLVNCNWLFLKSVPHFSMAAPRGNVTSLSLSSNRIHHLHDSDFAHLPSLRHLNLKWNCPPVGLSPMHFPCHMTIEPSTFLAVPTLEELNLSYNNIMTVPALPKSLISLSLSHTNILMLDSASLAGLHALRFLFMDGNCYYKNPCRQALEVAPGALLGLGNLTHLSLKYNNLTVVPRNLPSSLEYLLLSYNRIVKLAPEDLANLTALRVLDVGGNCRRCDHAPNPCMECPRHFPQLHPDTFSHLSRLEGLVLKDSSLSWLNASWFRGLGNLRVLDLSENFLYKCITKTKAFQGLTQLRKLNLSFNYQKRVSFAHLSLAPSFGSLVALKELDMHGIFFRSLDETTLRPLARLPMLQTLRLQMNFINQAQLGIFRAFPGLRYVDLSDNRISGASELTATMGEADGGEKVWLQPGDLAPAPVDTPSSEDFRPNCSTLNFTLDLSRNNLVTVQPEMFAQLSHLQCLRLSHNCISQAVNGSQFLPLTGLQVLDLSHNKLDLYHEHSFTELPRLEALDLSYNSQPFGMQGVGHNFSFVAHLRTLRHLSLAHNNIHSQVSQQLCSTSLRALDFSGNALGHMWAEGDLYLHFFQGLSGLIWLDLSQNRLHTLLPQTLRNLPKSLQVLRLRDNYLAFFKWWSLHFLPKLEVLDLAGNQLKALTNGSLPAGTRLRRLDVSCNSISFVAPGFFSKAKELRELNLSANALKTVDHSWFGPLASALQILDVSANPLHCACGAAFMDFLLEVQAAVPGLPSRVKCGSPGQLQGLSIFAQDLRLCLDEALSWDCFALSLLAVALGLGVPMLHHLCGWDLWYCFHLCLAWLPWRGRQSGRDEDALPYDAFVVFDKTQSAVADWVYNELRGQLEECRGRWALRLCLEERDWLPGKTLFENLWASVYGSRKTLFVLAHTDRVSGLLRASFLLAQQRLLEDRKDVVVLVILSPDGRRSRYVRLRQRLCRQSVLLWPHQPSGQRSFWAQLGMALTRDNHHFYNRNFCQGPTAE
NCOA1 inh – SRC1 coactivator transcriptional activity inhibitors, primary screen, cell-based, luminescence; 0.12% of 360,000 active; Nuclear receptor coactivator 1 (Homo sapiens), Q15788; HEK293 GAL4-SRC1 luciferase reporter; inhibition, % at 3.6 µM;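 active = inhibition above the campaign mean plus 3 SD, with each screening campaign given its own cutoff, cut at about 60% in these data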;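 note: 0% = DMSO treated cells and 100% = gossypol at 36 µM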
ABHD5 PLIN5 PPI – ABHD5-PLIN5 interaction inhibitors, primary screen, cell lysate, split luciferase complementation, luminescence | Perilipin-5 (Homo sapiens) + 1-acylglycerol-3-phosphate O-acyltransferase ABHD5 (Homo … | Split G. princeps luciferase complementation, 4 h | inhibition, % at 4 µM | 0.78% of 360,000 active | AID 602281, 2012;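 active = inhibition above the mean inhibition across every tested compound plus 3 SD, cut at about 22% in these data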;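 note: 0% = DMSO only wells and the 100% control is not disclosed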
COUP-TFII inh – NR2F2 transcriptional activity inhibitors, primary screen, cell-based, luciferase reporter, HEK293T, luminescence; COUP transcription factor 2 (Homo sapiens), P24468; HEK293T NGFI-A luciferase reporter; inhibition, % at 8.6 µM; 0.7% of 370,000 active; AID 686940, 2013;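 active = inhibition above a per-plate cutoff, mean inhibition of test wells between control levels plus 3 SD, cut at about 38% in these data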;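 note: cells cotransfected with COUP-TFII expression vector driving the NGFI-A reporter; 0% = median of COUP-TF2 test wells and 100% = reporter-only cells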
NR5A2 inv ag – LRH-1 (NR5A2) inverse agonists, primary screen, cell-based, luminescence, HEK293T, StAR-luciferase reporter | Nuclear receptor subfamily 5 group A member 2 (Homo sapiens), O00482 | LRH-1 transfected, 24 h | inhibition, % at 3.6 µM | 0.13% of 360,000 active;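 active = inhibition above the mean inhibition of all tested compounds plus 3 SD, cut at about 73% in these data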;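 note: 0% = DMSO wells and 100% = reporter-only cells lacking LRH-1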
Granule exo inh – LAMP-1 surface exposure blockers, TALL-104 cells – cell-based, flow cytometry, MLPCN library, primary screen; TALL-104 LAMP-1 surface exposure; cells stimulated with thapsigargin and PMA; inhibition, % at 10 µM; 0.66% of 360,000 active; AID 651702, 2012;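 active = inhibition above about 55%, limit read from the data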
SRC3 inh – SRC3 coactivator transcriptional activity inhibitors, primary screen, cell-based, luminescence; Nuclear receptor coactivator 3 (Homo sapiens), Q9Y6Q9; inhibition, % at 3.6 µM; HEK293 GAL4-SRC3 luciferase reporter; 0.17% of 360,000 active;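 active = inhibition above a per-campaign cutoff, the mean of all compounds plus 3 SD, cut at about 60% in these data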;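 note: 0% = DMSO-treated cells and 100% = gossypol-treated cells at 36 µM; higher means less SRC3-driven luciferase light from the GAL4 reporter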
SRC2 inh – inhibition of GAL4-SRC2 driven luciferase reporter, primary screen, SRC2 inhibitor project, cell-based, luminescence. Nuclear receptor coactivator 2 (Homo sapiens), Q15596. HEK293 GAL4-SRC2 luciferase reporter. inhibition, % at 9 µM. 0.17% of 370,000 active. AID 651957, 2012;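 active = inhibition above the mean inhibition of all tested compounds plus 3 SD, set per campaign, cut at about 52% in these data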;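 note: 0% = DMSO treated cells and 100% = cells given Gossypol at 36 µM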
Numbers without * were called inactive; · = not tested or not shown. This is a subset; count on the stated rates, not on these rows.

SMILES	TROY NFkB inh	TWEAK Fn14 block	NOD2 RIPK2 PPI	TLR9-MyD88 inh	NCOA1 inh	ABHD5 PLIN5 PPI	COUP-TFII inh	NR5A2 inv ag	Granule exo inh	SRC3 inh	SRC2 inh
CCC(CC)COC(=O)C(C#N)c1nc2ccccc2nc1N1CCOCC1 (stereo unspecified)	-14	8	1	7	-15	4	12	-8	0	6	9
Cc1cc(C)c2sc(N(CCN(C)C)C(=O)c3c(F)cccc3F)nc2c1	1	1	7	5	7	22	-2	6	-2	13	14
CN(CC(=O)Nc1ccc(N2CCOCC2)cc1)C(=O)C1CCCC1	-2	0	-7	16	-24	0	5	0	3	13	9
Cn1c(=O)[nH]c(=O)c2c1nc(N/N=C/c1cccnc1)n2Cc1ccc(Cl)cc1	-12	17	8	·	-11	-5	-23	7	-2	6	-9
Cc1cccc(CCNS(=O)(=O)c2cnc[nH]2)c1	-18	-15	-4	0	1	-1	-14	11	0	28	11
O=C(NCCN1CCOCC1)C1CC(=O)N(c2ccc(F)cc2)C1 (stereo unspecified)	-16	-36	-13	-4	-82	1	-1	-16	-5	-21	-1
Cc1cccc(N2C(=O)CC(N3CCC(c4nc5ccccc5[nH]4)CC3)C2=O)c1 (stereo unspecified)	-1	5	-6	11	3	5	-3	-7	-1	9	-12
C=CCSc1nc(C)c(CCC(C)C)c(=O)[nH]1	-2	3	-4	-5	-12	-2	-19	1	-6	8	-2
CN1CCN(CC(=O)Nc2ccccc2Oc2ccccc2)CC1	-2	-2	6	-3	17	3	-5	11	6	5	-2
CSc1ccccc1NC(=O)COC(=O)c1cnc(C)cn1	6	12	-8	3	-16	0	9	17	2	7	-1
COc1ccc(NC(=O)C2CC(c3ccc(Cl)cc3)=NO2)cc1OC (stereo unspecified)	10	-1	-10	-10	0	2	-3	2	-1	-79	-5
CCCCN1CC(COCc2ccccc2)Oc2ccccc2S1(=O)=O (stereo unspecified)	-9	0	20	4	-11	-3	7	-15	2	3	-9
CC(NC(=O)c1cccs1)c1nnc(SCc2ccc(Cl)cc2Cl)n1C (stereo unspecified)	0	16	-2	-1	1	5	-5	15	-7	-3	-8
CCOC(=O)Cc1nnc(Nc2cccc(C)c2)c2ccccc12	-16	7	2	7	-3	4	14	7	-2	2	-15
O=S(=O)(Nc1ccccn1)c1ccc(C2CCCCC2)cc1	20	-22	-10	6	4	1	12	0	1	15	18
O=C(CSc1ncn[nH]1)c1cccc([N+](=O)[O-])c1	1	-22	10	-19	-10	35*	17	14	17	8	7
O=C(c1ccccc1Cl)N1CCN(c2ccccn2)CC1	-1	0	-2	-3	-3	-2	1	-8	1	10	-18
Cc1ccc(S(=O)(=O)/N=C(/Nc2ccc([N+](=O)[O-])cc2)c2ccccc2)cc1	-9	-38	-15	-7	-5	9	-5	12	22	5	3
Cc1ccc(S(=O)(=O)N2CCN(S(=O)(=O)N3CCOCC3)CC2)cc1	7	-3	-3	-3	-6	2	2	6	6	1	-12
C=CC[n+]1c(-c2ccc(C)cc2)csc1Nc1c(C)n(C)n(-c2ccccc2)c1=O	16	11	5	-4	-12	3	4	23	-4	7	-21
Cc1ccccc1OCc1nnc(SCC(=O)Nc2c(C)n(C)n(-c3ccccc3)c2=O)n1-c1ccccc1	-13	1	0	0	-15	4	3	5	10	5	-2
CCN(CC)CCn1c(=S)[nH]c2cc(C(=O)N3CC(C)CC(C)C3)ccc2c1=O (stereo unspecified)	-10	12	0	-2	-23	-5	0	1	-13	15	-1
Cn1nnnc1SCC(=O)c1ccc2c(c1)OCCO2	-42	-1	-5	8	-37	0	-3	-36	0	5	-39
CC1(C)CC(=O)C2=C(C1)N(c1ccccc1)C(N)=C(C#N)C2c1ccccc1 (stereo unspecified)	-16	-23	10	6	-5	12	-1	11	-2	22	5
Cn1nc(-c2ccc(Cl)cc2)c2cc(C(=O)N3CCN(C(=O)c4ccco4)CC3)sc21	4	-13	9	-4	1	-1	6	23	-3	13	-3
SMILES	TROY NFkB inh	TWEAK Fn14 block	NOD2 RIPK2 PPI	TLR9-MyD88 inh	NCOA1 inh	ABHD5 PLIN5 PPI	COUP-TFII inh	NR5A2 inv ag	Granule exo inh	SRC3 inh	SRC2 inh
CC1CCN(C(=O)C2CCN(S(=O)(=O)N3CCC4(CC3)OCCO4)CC2)CC1	-16	9	-10	-14	-5	-2	-20	2	-18	-10	-8
CCN1C(=O)CC(c2ccco2)Sc2ccccc21 (stereo unspecified)	11	10	-8	-4	-6	9	-24	26	1	10	-5
Cc1cc(C)nc(NC(=NCCc2c[nH]c3ccccc23)NC(=O)c2ccco2)n1	·	29	-7	1	3	1	-11	-8	95*	5	-52
O=C(CCN1CCN(c2ccccc2)CC1)N/N=C/c1ccc(O)c(O)c1O	-5	2	-8	4	-19	-15	5	-2	-1	-6	-11
COc1ccccc1N1CCN(C(=O)C(NS(=O)(=O)c2cccs2)c2ccccc2)CC1 (stereo unspecified)	-10	5	6	9	5	2	18	-24	0	-10	7
COc1ccc(-c2cc(CNc3nc(NCc4ccccc4OC)nc4ccsc34)on2)cc1	30	36	-1	·	-22	10	19	14	66*	-13	5
C#CCOCCOCCOCCNc1nc(N2CCN(C(=O)[C@H](CCCCN)n3cc(CN)nn3)CC2)nc(N2CCN(C(=O)[C@H](CCC(=O)O)n3cc([C@@H](N)CCCCN)nn3)CC2)n1	9	8	-2	11	0	2	5	-18	16	3	2
COC(=O)Cc1c(C)c2ccc(OCC(=O)N(C)C3CCS(=O)(=O)C3)cc2oc1=O (stereo unspecified)	-3	1	-3	3	-11	7	25	4	-13	-18	-17
C[C@@H]1CN([C@@H](C)CO)C(=O)c2cccc(NC(=O)C3CCOCC3)c2O[C@H]1CN(C)S(=O)(=O)c1ccc(Cl)cc1	-7	-2	-1	-1	-10	-2	3	0	2	1	3
O=C(CN1C(=O)S/C(=C\c2ccccc2Cl)C1=O)NCCCn1ccnc1	6	-18	-3	2	0	7	2	6	-6	-7	14
CC(=O)Nc1ccccc1-c1nnn(CC(=O)Nc2ccc3c(c2)OCCO3)n1	-10	-1	-3	3	-20	-1	7	5	-7	7	7
CCOC(=O)c1c(NC(=O)CCN2CCOCC2)sc2c1CC(C)(C)OC2	6	-46	-7	3	7	1	19	18	1	15	7
OCCC1CN(C/C(Cl)=C/c2ccccc2)CCN1C1CCCC1 (stereo unspecified)	14	0	1	0	4	-5	-18	5	5	-9	-1
N#Cc1nnn(-c2cc(Cl)cc(Cl)c2)c1N	10	1	-2	1	9	-3	8	-10	-11	0	-41
COc1cccc(C(=O)NNC(=O)C(=O)Nc2ccc(C)cc2)c1	-17	5	-8	6	-6	4	7	-15	-7	4	-2
COc1c(C(=O)NNC(=O)c2ccccc2Cl)csc1Br	-40	10	1	14	-82	10	-9	-69	-8	-67	-29
O=C(CSc1nnc(CNc2ccc(F)cc2)n1Cc1ccco1)N1CCOCC1	1	15	7	-1	-27	-5	-5	0	1	13	-18
COc1ccc(CC(=O)NCc2nnc(SCc3ccc(C)cc3)n2C)cc1	-9	8	-9	-6	-13	2	19	10	1	-13	-15
O=C(Nc1ccccc1Cl)Nc1cccc2cccnc12	-69	-16	16	2	-52	8	-23	-48	-10	-51	-28
Cc1ccc(C(=O)N/C(=C\c2ccc(-c3ccccc3[N+](=O)[O-])o2)C(=O)NCCCN2CCOCC2)cc1	-18	28	-6	-5	-11	-8	-3	38	91*	8	-33
CC(C)OC(=O)c1ccc(COC(=O)CNC(=O)c2ccco2)cc1	-8	15	-4	1	2	0	0	15	1	-16	-13
COc1ccc(C(=O)Nc2ccc3c(c2)nc(CCNC(C)=O)n3C)cc1	-35	0	-10	3	-84	0	-36	-80	-5	-68	-47
O=C(Cc1c(O)c2ccccc2[nH]c1=O)NC1CCCCCC1	·	40	-11	-43	10	-10	4	22	-2	5	2
COc1ccc(NC(=O)c2cc3ccccc3oc2=O)cc1	74*	100*	-5	-3	-100	-1	-70	-151	4	-126	-11

Shown with two lines to a compound: 13 of the compounds above.
Values in the order: TROY NFkB inh | TWEAK Fn14 block | NOD2 RIPK2 PPI | TLR9-MyD88 inh | NCOA1 inh | ABHD5 PLIN5 PPI | COUP-TFII inh | NR5A2 inv ag | Granule exo inh | SRC3 inh | SRC2 inh
> CCOC(=O)c1c(NC(=O)CCN2CCOCC2)sc2c1CC(C)(C)OC2
  6 | -46 | -7 | 3 | 7 | 1 | 19 | 18 | 1 | 15 | 7
> OCCC1CN(C/C(Cl)=C/c2ccccc2)CCN1C1CCCC1 (stereo unspecified)
  14 | 0 | 1 | 0 | 4 | -5 | -18 | 5 | 5 | -9 | -1
> N#Cc1nnn(-c2cc(Cl)cc(Cl)c2)c1N
  10 | 1 | -2 | 1 | 9 | -3 | 8 | -10 | -11 | 0 | -41
> COc1cccc(C(=O)NNC(=O)C(=O)Nc2ccc(C)cc2)c1
  -17 | 5 | -8 | 6 | -6 | 4 | 7 | -15 | -7 | 4 | -2
> COc1c(C(=O)NNC(=O)c2ccccc2Cl)csc1Br
  -40 | 10 | 1 | 14 | -82 | 10 | -9 | -69 | -8 | -67 | -29
> O=C(CSc1nnc(CNc2ccc(F)cc2)n1Cc1ccco1)N1CCOCC1
  1 | 15 | 7 | -1 | -27 | -5 | -5 | 0 | 1 | 13 | -18
> COc1ccc(CC(=O)NCc2nnc(SCc3ccc(C)cc3)n2C)cc1
  -9 | 8 | -9 | -6 | -13 | 2 | 19 | 10 | 1 | -13 | -15
> O=C(Nc1ccccc1Cl)Nc1cccc2cccnc12
  -69 | -16 | 16 | 2 | -52 | 8 | -23 | -48 | -10 | -51 | -28
> Cc1ccc(C(=O)N/C(=C\c2ccc(-c3ccccc3[N+](=O)[O-])o2)C(=O)NCCCN2CCOCC2)cc1
  -18 | 28 | -6 | -5 | -11 | -8 | -3 | 38 | 91* | 8 | -33
> CC(C)OC(=O)c1ccc(COC(=O)CNC(=O)c2ccco2)cc1
  -8 | 15 | -4 | 1 | 2 | 0 | 0 | 15 | 1 | -16 | -13
> COc1ccc(C(=O)Nc2ccc3c(c2)nc(CCNC(C)=O)n3C)cc1
  -35 | 0 | -10 | 3 | -84 | 0 | -36 | -80 | -5 | -68 | -47
> O=C(Cc1c(O)c2ccccc2[nH]c1=O)NC1CCCCCC1
  · | 40 | -11 | -43 | 10 | -10 | 4 | 22 | -2 | 5 | 2
> COc1ccc(NC(=O)c2cc3ccccc3oc2=O)cc1
  74* | 100* | -5 | -3 | -100 | -1 | -70 | -151 | 4 | -126 | -11
